PRMT1 FP inh – PRMT1 methyltransferase inhibitors, primary screen, biochemical, fluorescence polarization. Protein arginine N-methyltransferase 1 (Homo sapiens), Q99873. recombinant PRMT1, activity-based probe fluorescence polarization. inhibition, % at 2.79 µM. 370,000 compounds, 1.3% hits. AID 652257, 2013;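 active = inhibition above about 21% made by adding two undisclosed values, limit read from the data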
SIAE inh – human SIAE inhibitors, primary screen, biochemical, fluorescence polarization, FP-Rh probe, 1536-well HTS. SIAE FP-Rh probe binding. inhibition, % at 9.66 µM. 370,000 compounds, 0.69% hits;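 active = inhibition above a cutoff: mean of compounds within the control limits plus 3 SD of those, cut at about 17% in these data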;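 also: 0% = plate median of compound wells and 100% = probe without SIAE protein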
TCR-CD3 inh – inhibitors of human TCR-CD3 interaction, primary screen, biochemical, fluorescence, TAMRA-labeled TCR probe. inhibition, % at 9.4 µM. T-cell receptor (TCR). AID 651800, 2012. 360,000 compounds, 0.37% hits; in the data active = inhibition above about 19%;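 also: recombinant mutant TCR 2C K166C tagged with TAMRA read by polarization; 0% = receptor in buffer alone and 100% = receptor with positive control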
HTRA1 inh – HTRA1 serine protease inhibitors, primary screen, biochemical, fluorescence polarization, HTS; recombinant HTRA1, FP-rhodamine activity-based probe; inhibition, % at 5.96 µM; 340,000 compounds, 0.5% hits; in the data active = inhibition above about 36%;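 also: 0% = enzyme with DMSO and 100% = wells lacking enzyme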
GC-A act – GC-A stimulated cGMP production enhancers – HEK293 GC-A cells, cGMP TR-FRET, EC30 ANP, primary screen | Atrial natriuretic peptide receptor 1 (Homo sapiens), P16066 | 0% at EC30 ANP, 100% saturating ANP | activation, % at 10 µM | 370,000 compounds, 0.14% hits; in the data active = activation above about 40%
mABHD4 FP – ABHD4 inhibitors, primary screen, biochemical, fluorescence polarization, mouse; inhibition, % at 8.92 µM; purified mABHD4, FP-Rh probe fluorescence polarization; 370,000 compounds, 0.54% hits;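 active = inhibition exceeding the mean over every tested compound plus 3 SD, cut at about 30% in these data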;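 also: 0% = plate median of compound wells and 100% = S159A mutant with DMSO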
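Assay system: wild-type mouse ABHD4 protein; compound: single nominal dose of 8.92 µM, 0.89% DMSO final; schedule: 45 min + 60 min at 25 °C; measured by: FP readout, ex 525 nm / em 598 nm; evaluation: % inhibition of FP-Rh probe binding versus controls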
rCAG RNA binder – binders of r(CAG) RNA repeats, primary screen, biochemical, fluorescence. r(CAG) RNA repeat, TO-PRO-1 dye displacement fluorescence. inhibition, % at 3 µM. 370,000 compounds, 1.3% hits. AID 651821, 2012;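 active = inhibition above the plate cutoff, the mean of all test compounds on that plate plus 3 SD, cut at about 35% in these data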;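 also: 0% = DMSO alone and 100% = 100 µM mitoxantrone as full dye displacement; higher means more dye released from RNA so lower well fluorescence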
MBD2 inh – inhibitors of MBD2 binding to methylated DNA, primary screen, biochemical, TR-FRET, DNA-binding domain, human. MBD2 binding to methylated oligonucleotide. inhibition, % at 4.4 µM. 370,000 compounds, 0.31% hits. AID 686964, 2013; in the data active = inhibition above about 13%
UHRF1 MBD2 ctr – UHRF1 methylated DNA binding inhibitors, primary screen, counter-screen for MBD2 inhibitor project, biochemical, TR-FRET, human UHRF1, single concentration | E3 ubiquitin-protein ligase UHRF1 (Homo sapiens), Q96T88 | inhibition, % at 4.4 µM | 370,000 compounds, 0.75% hits | UHRF1 binding to methylated oligo; in the data active = inhibition above about 21%;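 also: UHRF1 SRA domain binding a hemimethylated CpG hairpin DNA probe; 0% = median of test compound wells and 100% = reference inhibitor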
NPR2 activator – human GC-B receptor activators, primary screen, HEK293 GC-B cells, cGMP TR-FRET, EC30 CNP; 0% at EC30 CNP, 100% saturating CNP; 370,000 compounds, 0.11% hits; Atrial natriuretic peptide receptor 2 (Homo sapiens), P20594; activation, % at 10 µM;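 active = activation at 10 µM reaching about 35% in either raw or pattern-adjusted values, limit read from the data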
Target sequence (P20594 whole entry, looked up): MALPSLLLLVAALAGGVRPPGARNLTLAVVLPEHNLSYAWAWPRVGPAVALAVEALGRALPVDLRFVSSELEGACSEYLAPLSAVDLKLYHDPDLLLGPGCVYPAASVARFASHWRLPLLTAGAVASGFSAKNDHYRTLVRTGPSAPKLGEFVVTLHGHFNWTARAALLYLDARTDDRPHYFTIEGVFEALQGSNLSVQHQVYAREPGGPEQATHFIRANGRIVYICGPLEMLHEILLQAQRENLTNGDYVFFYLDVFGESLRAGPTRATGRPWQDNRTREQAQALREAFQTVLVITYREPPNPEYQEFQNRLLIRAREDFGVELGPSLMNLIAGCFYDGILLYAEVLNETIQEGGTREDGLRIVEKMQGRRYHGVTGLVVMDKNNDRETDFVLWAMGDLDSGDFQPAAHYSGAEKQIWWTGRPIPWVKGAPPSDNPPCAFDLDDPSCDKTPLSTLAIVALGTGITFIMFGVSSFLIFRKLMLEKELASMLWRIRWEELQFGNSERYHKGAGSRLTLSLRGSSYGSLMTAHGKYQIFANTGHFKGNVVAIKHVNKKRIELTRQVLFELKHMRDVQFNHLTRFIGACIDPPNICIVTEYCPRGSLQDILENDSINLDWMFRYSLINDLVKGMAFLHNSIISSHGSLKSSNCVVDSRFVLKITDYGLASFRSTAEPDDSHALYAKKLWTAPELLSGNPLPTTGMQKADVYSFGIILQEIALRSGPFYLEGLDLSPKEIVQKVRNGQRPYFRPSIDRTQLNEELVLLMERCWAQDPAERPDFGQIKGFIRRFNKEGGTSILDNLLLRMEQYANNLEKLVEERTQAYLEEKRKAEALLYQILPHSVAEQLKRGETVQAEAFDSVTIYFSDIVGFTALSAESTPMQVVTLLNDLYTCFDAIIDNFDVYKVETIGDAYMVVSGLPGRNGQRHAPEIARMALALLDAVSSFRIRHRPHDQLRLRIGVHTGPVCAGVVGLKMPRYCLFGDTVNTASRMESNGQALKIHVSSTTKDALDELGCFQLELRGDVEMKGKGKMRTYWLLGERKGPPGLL
An asterisk follows results filed as active; . = no result given; & = joins results of further samples. An excerpt. The share of hits here may be higher or lower than overall.

compound	PRMT1 FP inh	SIAE inh	TCR-CD3 inh	HTRA1 inh	GC-A act	mABHD4 FP	rCAG RNA binder	MBD2 inh	UHRF1 MBD2 ctr	NPR2 activator
CCN(CC)S(=O)(=O)c1cccc(C(=O)NCC2CCCO2)c1 (stereo not given)	-2	9	0	-2	3	-2	-1	1	1	4
COc1ccc(CCC(=O)N2CCN(C(=O)c3ccccc3)CC2)cc1	2	-7	-2	2	2	-4	-5	4	1	-2
Cc1cc(C)nc(SCC(=O)N/N=C/c2ccc3c(c2)OCO3)n1	3	0	1	-6	-1	0	-5	-5	2	2
COc1ccc(CN2C(=O)c3cccnc3C2O)cc1 (stereo not given)	3	0	0	1	-1	10	4	2	4	9
CCN(CC)S(=O)(=O)c1ccc(OC)c(NC(=O)C2CC(=O)N(c3ccc4c(c3)OCCO4)C2)c1 (stereo not given)	2	8	-2	-7	-1	-6	-1	-5	-2	-2
CCn1c(=O)n(CC)c2cc(S(=O)(=O)N3CCc4ccccc43)ccc21	0	-1	-5	2	-1	0	-4	2	4	2
O=C(Nc1ccc(OC(F)(F)F)cc1)N1CCN(c2ccnc3cc(Cl)ccc23)CC1	-1	-37	-6	-57	-1	-19	-3	5	0	-2
O=C(Nc1cccc(-n2cccn2)c1)C1CCCN(Cc2ccc(C#CCCO)cc2)C1 (stereo not given)	-1	-6	10	-12	-1	-9	-5	1	0	-3
CCCCN(CC)C(=O)Cn1nc(Cc2ccncc2)c2ccccc2c1=O	2	3	-4	1	1	5	-2	1	1	1
O=C(N/N=C/c1ccc(N2CCOCC2)s1)c1ccc(O)cc1	0	-1	-2	9	-15	5	2	-2	-5	-8
Cc1ccc(-c2nn(-c3ccccc3)cc2C2CC(c3cccs3)=NN2C(=O)CCCC(=O)O)cc1 (stereo not given)	3	-11	-3	-10	1	6	9	0	3	-4
CC(NC(=O)COC(=O)c1ccc(N2CCCC2=O)cc1)c1ccc(F)cc1 (stereo not given)	-4	-3	8	2	1	0	-2	5	-1	4
Cc1nc2ccc(NC(=O)NC(=O)c3c(Cl)cccc3Cl)cc2o1	1	0	1	-11	5	9	-1	-5	-2	0
C/C(=N\Nc1ccccc1)c1cc2ccccc2oc1=O	-1	2	-2	6	1	4	-4	-5	-6	-2
CCn1c(SCC(=O)NC2CCCCC2)nnc1C(C)NC(=O)c1ccccc1F (stereo not given)	1	3	2	0	-12	-3	-6	1	2	0
O=S(=O)(Cc1ccc(Cl)cc1)c1ncc(CO)n1Cc1ccccc1	0	2	-4	5	-11	-10	-1	7	5	-3
CCN(CC)C(=O)C1=C(C)N(Cc2ccc(C(C)(C)C)cc2)C(=O)C(CC(=O)NCCCCc2ccccc2)C1 (stereo not given)	-2	-1	1	-34	2	4	2	2	-1	-1
CC(C)(C)OC(=O)C[C@@H]1C/C=C\C[C@@H](CC(=O)N(CCO)Cc2ccccc2)C(=O)N[C@H](C(C)(C)C)COC1=O	0	0	-3	-6	1	4	-10	-1	-1	-1
COC(=O)C1(C)NC(c2cccc(C)c2)C2C(=O)N(c3ccccc3)C(=O)C21 (stereo not given)	-6	-4	6	-2	-1	0	1	3	0	1
COc1ccc(S(=O)(=O)N2CCOC2CNC(=O)C(=O)NCCCn2ccnc2)cc1OC (stereo not given)	4	-5	-7	7	0	4	2	-6	-1	9

Pulled by compound from the list above:
compound	PRMT1 FP inh	SIAE inh	TCR-CD3 inh	HTRA1 inh	GC-A act	mABHD4 FP	rCAG RNA binder	MBD2 inh	UHRF1 MBD2 ctr	NPR2 activator
COc1ccc(S(=O)(=O)N2CCOC2CNC(=O)C(=O)NCCCn2ccnc2)cc1OC (stereo not given)	4	-5	-7	7	0	4	2	-6	-1	9
Cc1ccc(-c2nn(-c3ccccc3)cc2C2CC(c3cccs3)=NN2C(=O)CCCC(=O)O)cc1 (stereo not given)	3	-11	-3	-10	1	6	9	0	3	-4
CCN(CC)C(=O)C1=C(C)N(Cc2ccc(C(C)(C)C)cc2)C(=O)C(CC(=O)NCCCCc2ccccc2)C1 (stereo not given)	-2	-1	1	-34	2	4	2	2	-1	-1

The list continues.
compound	PRMT1 FP inh	SIAE inh	TCR-CD3 inh	HTRA1 inh	GC-A act	mABHD4 FP	rCAG RNA binder	MBD2 inh	UHRF1 MBD2 ctr	NPR2 activator
CCN(CC)c1ccc(/C=N/Nc2nc(C)cc(=O)[nH]2)c(O)c1	-3	3	-2	10	-7	15	19	3	-7	-1
O=C(Oc1cccc(C(=S)N2CCOCC2)c1)c1ccc([N+](=O)[O-])cc1[N+](=O)[O-]	3	8	5	2	3	-2	6	3	-2	-5
Cc1cc(NC(=O)Cc2cccs2)nn1CC(=O)NCc1ccco1	9	5	6	8	1	-4	1	-4	-2	1
CCN(CC)S(=O)(=O)c1ccc(NC(=O)Cn2c(=O)oc3ccccc32)cc1	0	-5	-1	-9	4	2	7	4	2	0
FC(F)(F)c1ccccc1/C=N/n1c(COc2ccccc2)n[nH]c1=S	21	3	7	-22	-3	-6	44*	-3	-1	-3
COc1ccc(-c2cc(C(=O)Nc3sc4c(c3C#N)CCCC4)c3ccccc3n2)cc1	-1	-10	-3	-14	-3	4	4	-3	-5	-4
Fc1ccc(-c2nc3ccc(Br)cn3c2Cc2cccc(Cl)c2)cc1	-5	-10	4	.	2	-34	10	-2	-1	1
Cc1cc(C)n2ncc(S(=O)(=O)c3ccccc3)c2n1	1	-17	5	3	-4	5	2	0	-1	0
CCCCN(C)C(=O)CS(=O)(=O)Cc1nc(-c2cccc(OC)c2)oc1C	-1	3	1	3	1	11	0	-2	3	-5
CN(c1cccnc1)c1ccc(NC(=O)Cc2cn(Cc3ccccc3)c3ccccc23)cc1Br	3	21*	2	.	-2	18	9	3	-1	-3
CN(C(=O)c1cc2c(s1)-c1ccccc1S(=O)(=O)C2)c1ccccc1F	0	-6	-3	3	-2	-1	-2	0	-1	2
CCOc1ccc(S(=O)(=O)N2CCC(C(=O)NCc3ccncc3)CC2)cc1C	0	-7	-4	11	-3	2	-3	-1	1	3
Cc1ccc(-c2nnc(N3CCOCC3)c3ccccc23)cc1S(=O)(=O)NCc1cccnc1	1	3	-3	0	-4	2	-4	0	-1	0
CN(C(=O)COC(=O)CCC(=O)c1ccccc1)c1c(N)n(Cc2ccccc2)c(=O)[nH]c1=O	-3	-1	4	-3	4	0	-1	1	-2	4
COc1ccc(C(=O)NCCCC2CCCC2)cc1OC1CCN(C(C)C)CC1	2	-6	-5	4	7	4	1	1	0	0
COc1ccnc(Oc2ccccc2)c1C(=O)N/C=N/OCc1ccc(F)cc1Cl	1	-9	2	-53	-5	-22	-2	3	-4	3
Cc1onc(-c2ccccc2Cl)c1C(=O)NC(=S)Nc1ccc(C(C)C)cc1	-11	-18	1	-12	-3	-7	3	2	-1	-1
C/C(CC(=O)Nc1ccccc1Br)=N\NC(=O)C(=O)N1CCCC1	7	0	3	-4	3	-9	0	4	-1	-3
COc1cc(OC)cc(-c2cc3nc(C)c(CCC(=O)NC(C)CCc4ccco4)c(C)n3n2)c1 (stereo not given)	-2	-21	2	-14	-1	-9	1	0	-3	-3
Cc1ccc(NS(=O)(=O)c2cccc(C(=O)N3CCCCC3)c2)cc1	0	-2	0	-5	-2	-2	6	-1	-1	-2
COc1ccc(OC)c(C2N(c3ccccn3)C(=O)C3CCCN32)c1 (stereo not given)	3	4	-4	1	-6	1	-2	-3	0	-2
CSc1ccccc1C(=O)Nc1cccc([N+](=O)[O-])c1C	4	-6	-9	-3	4	1	-3	4	3	2
CC(OC(=O)c1cccc(S(=O)(=O)N(C)C)c1)C(=O)NCc1ccc2c(c1)OCO2 (stereo not given)	-2	-9	6	-1	0	0	-5	2	-1	-2
Cc1ccc(S(=O)(=O)N2CCN(C(=O)CN3CCOCC3)C2C(C)C)cc1 (stereo not given)	-3	-3	3	-4	1	-2	0	-1	1	11
CN(C(=O)COC(=O)c1cc([N+](=O)[O-])ccc1N1CCOCC1)C1CCCCC1	2	10	4	5	-4	4	1	-8	-2	1
CN(CC(=O)N1CCc2ccccc21)S(=O)(=O)c1ccc(Cl)cc1	2	-6	-3	-11	0	-13	-2	-1	3	-3
COc1ccc(OC)c(-c2csc(NC(=O)CSc3ccc(Br)cc3)n2)c1	-2	2	7	-2	2	-6	6	-7	0	-6
COc1cc2c(cc1OC)/C(=C/C(=O)N1CCOCC1)NC(C)(C)C2	21	1	4	.	4	0	-6	-1	1	-3
C=CCn1c(SCCCC)nc(O)cc1=O	-5&-3	5&3	1&4	0&-3	-2&-1	-1&5	21&2	-4&-4	11&-1	1&0
O=C(NCc1ccc(Cl)cc1)C1=Cc2cc(Cl)ccc2OC1	0	-16	4	-60	6	-31	-1	-2	-2	5
O=C(NCCCN1CCOCC1)c1ccc2ccccc2c1	2	-11	3	-1	1	5	-3	1	0	2
Cc1ccc2cc3c(N)c4c(C)ccc(C)c4nc3nc2c1	7	0	-3	-19	10	-2	-1	1	-11	0
CC(C)CNC(=O)NC(=O)COc1c(F)c(F)cc(F)c1F	-2	1	5	1	6	-3	-5	-1	-2	3
Nc1ccc(-c2ccc(N)c(C(=O)O)c2)cc1C(=O)O	0	6	4	5	-5	0	-1	-2	1	-2

Bioassay records: PubChem BioAssay, several laboratories
